RMI-FANCM inh: inhibitors of human RMI core complex binding to FANCM MM2 | AID 1159607 | actives 0.58% (n = 70,000) | FP signal (polarization) at 33 µM | Fluorescence polarization, RMI core complex with F-MM2 peptide; stronger effect = lower value; in the data active = FP signal below about 40; also: inactives centre near 61; strong numbers were not always called active; unit not given here
* = called active by the depositor; & = joins results of further samples. A portion of the library (hit frequency here may not be typical).

SMILES	RMI-FANCM inh
O=C(CSc1nccn(-c2ccc(F)c(F)c2)c1=O)Nc1ccccc1C(F)(F)F	55
Cn1c2ccccc2c2ccccc21	61
O=C(CCCN1C(=O)c2cccc3cccc(c23)C1=O)NC1CCCCC1	62
CN(C)Cc1c(O)ccc2ccccc12	55
CCCCC(=O)Nc1ccc2c(c1)N(C(=O)C(C)C)CCC2	72
CC1CN(c2ncnc3c2cnn3CCNC(=O)c2c(F)cccc2Cl)CC(C)O1 (stereo unspecified)	63
O=C(c1ccccn1)N1CCN(c2ccc(-c3ccc4c(c3)OCO4)nn2)CC1	60
C=C(C)CSc1cc(C)c(C#N)c2nc3ccccc3n12	38
CCOC(=O)C(C)N(Cc1ccccc1)C(=O)Nc1ccc(Cl)cc1 (stereo unspecified)	59
COc1ccccc1NC(=O)COc1ccc(-c2nnc(C)o2)cc1	71
O=C(NCCCS(=O)(=O)N1CCN(c2ccccn2)CC1)c1ccccn1	60
Cc1nc2ccccn2c(=O)c1NC(=O)c1cccc(C(F)(F)F)c1	58
COC(=O)c1ccc(NC(=O)Cc2csc(NC(=O)c3ccc[nH]c3=O)n2)cc1	80
NC(=O)c1c(NC(=O)c2ccccc2Cl)sc2c1CCCC2	62
Cn1ccc(C(=O)Nc2nc3c(s2)CCc2ccccc2-3)n1	67
N#Cc1ccccc1NC(=O)CSCCSCC(=O)Nc1ccccc1C#N	54
CCCCCCC(=O)N/N=C\c1ccco1	63
CCCS(=O)(=O)N1CCc2ccc(NC(=O)Cc3ccc(OC)cc3)cc2C1	62
Cc1csc(=Nc2ccccc2)n1-c1ccccc1	55
O=C(CCCSc1ccc(NC(=O)c2cccs2)nn1)Nc1nccs1	98
O=C(CCC(=O)OCC(=O)c1ccccc1)Nc1ccc2ccccc2c1	55
CN1CCSC1=N	64
COc1cccc(O)c1O	58
Cc1c(Cl)cccc1NC(=O)CSc1ccc(-c2ccc3c(c2)OCO3)nn1	76
CCNc1cc(C)nc(Nc2ccc(NS(=O)(=O)c3cc(OCC)ccc3OCC)cc2)n1	76
Fc1ccc(-c2csc(CN3CCNCC3)n2)cc1	69
CCOc1ccc(NCc2ccc(O)c3ncccc23)cc1	62
NNC(=O)c1ccc2ncccc2c1	59
CCOC(=O)N1CCN(C(=O)CCN2C(=O)c3cccc4cccc(c34)C2=O)CC1	59
CS(=O)(=O)c1cccc(-c2nnc(NC(=O)c3ccccc3Br)o2)c1	64
CC(C)N1CCc2c(sc(NC(=O)c3ccn(C)n3)c2C(N)=O)C1	74
COc1ccccc1-n1c(CNC(=O)c2cccs2)nnc1SCC(=O)N1N=C(c2cccs2)CC1c1ccc(F)cc1 (stereo unspecified)	89
CCNC(=O)C(=O)NCc1ccsc1	70
Cc1ccc(NS(C)(=O)=O)cc1N1CCCC1=O	65
Cc1cc(C(=O)CSc2nc3scc(-c4ccc(Cl)cc4)c3c(=O)n2-c2ccccc2)c(C)n1-c1cc(F)ccc1F	80
CC(=O)Nc1ccc(C)cc1C	48
COc1ccccc1-c1cc2c(SCC(=O)Nc3ccc(C#N)cc3)nccn2n1	115
O=C(Cc1ccc(O)cc1)NCCNC(=S)Nc1ccc(Cl)cc1	53
COc1cccc(OC)c1C(=O)O/N=C(/N)c1ccc(Cl)cc1	57
OC(COc1ccc(C23CC4CC(CC(C4)C2)C3)cc1)C[N+]1(Cc2ccccc2)CCOCC1 (stereo unspecified)	44
COc1nn(C)cc1-c1nnc(SCc2ccccn2)n1C	65
CC1CN(S(=O)(=O)c2cccc(F)c2)CC(C)O1 (stereo unspecified)	56
O=C(NC1=NCCS1)c1cccs1	47
CCN1C(=O)C(C)(C)COc2ccc(NC(=O)c3c(OC)cccc3OC)cc21	69
O=C(NCCn1cc(SCC(=O)N2CCCCCC2)c2ccccc21)c1ccc([N+](=O)[O-])cc1	59
S=c1n(CN2CCOCC2)nnn1-c1ccccc1	66
COc1ccc(CCN2C(=O)C3CC(C)=C(C)CC3C2=O)cc1OC (stereo unspecified)	56
O=C1c2ccccc2C(=O)c2cc(S(=O)(=O)N3CCN(C(=O)c4ccco4)CC3)ccc21	62
COc1cc(/C=C(\C#N)C(=O)c2ccc(O)c(O)c2)cc(I)c1O	124
Cc1cc(=S)oc2ccccc12	51
Cn1c(C(C#N)=C(O)CN2C(=O)c3ccccc3C2=O)nc2ccccc21	67
O=C(CNc1ccccc1)Nc1ncc(Cc2ccccc2Cl)s1	58
CCN(CC)C(=O)CSc1nc(N)c(NC(=O)c2ccc(Br)o2)c(=O)[nH]1	72
Cc1csc(NC(=O)CSc2ccc(NC(=O)c3cccs3)nn2)n1	72
Cc1nc(C)c(C(=O)Nc2ccc(C)c(Cl)c2)o1	58
CC(=O)/C(=C\N=S(C)(=O)c1ccc(Cl)cc1)S(=O)(=O)c1ccc(Cl)cc1 (stereo unspecified)	59
COc1ccc(C)c2sc(N(CCCN(C)C)C(=O)c3ccnn3C)nc12	82
Cc1onc(-c2ccccc2)c1-c1ccnn1C(=O)c1ccc(Cl)cc1	60
COc1ccc(NC(=O)c2ccc(S(=O)(=O)N3CCCC3)cc2)cc1OC	69
CN(C)c1ccc(CCCNC(=O)C(=O)Nc2ccc3c(c2)OCO3)cc1	76

Not a retest: entries from further up.
SMILES	RMI-FANCM inh
CCN(CC)C(=O)CSc1nc(N)c(NC(=O)c2ccc(Br)o2)c(=O)[nH]1	72
Cc1csc(NC(=O)CSc2ccc(NC(=O)c3cccs3)nn2)n1	72
Cc1nc(C)c(C(=O)Nc2ccc(C)c(Cl)c2)o1	58
CC(=O)/C(=C\N=S(C)(=O)c1ccc(Cl)cc1)S(=O)(=O)c1ccc(Cl)cc1 (stereo unspecified)	59
COc1ccc(C)c2sc(N(CCCN(C)C)C(=O)c3ccnn3C)nc12	82

Returning to the listing; the seven compounds before the break are reprinted first.
SMILES	RMI-FANCM inh
Cc1csc(NC(=O)CSc2ccc(NC(=O)c3cccs3)nn2)n1	72
Cc1nc(C)c(C(=O)Nc2ccc(C)c(Cl)c2)o1	58
CC(=O)/C(=C\N=S(C)(=O)c1ccc(Cl)cc1)S(=O)(=O)c1ccc(Cl)cc1 (stereo unspecified)	59
COc1ccc(C)c2sc(N(CCCN(C)C)C(=O)c3ccnn3C)nc12	82
Cc1onc(-c2ccccc2)c1-c1ccnn1C(=O)c1ccc(Cl)cc1	60
COc1ccc(NC(=O)c2ccc(S(=O)(=O)N3CCCC3)cc2)cc1OC	69
CN(C)c1ccc(CCCNC(=O)C(=O)Nc2ccc3c(c2)OCO3)cc1	76
CCOCCn1c(=NC(=O)c2ccnn2C)sc2cc(C(=O)OC)ccc21	64
CN(C)S(=O)(=O)c1ccc(C(=O)Nc2nnc(SCC(=O)NCc3ccco3)s2)cc1	59
O=C(CSc1nc(-c2ccccc2Cl)ns1)N1CCCC1	59
Cc1ccc(CCC(=O)O)o1	65
N#CCc1nc(-c2ccccn2)n[nH]1	50
CC1CCN(S(=O)(=O)c2ccc(-c3ccc(S(=O)(=O)N4CCC(C)CC4)cc3)cc2)CC1	60
CSc1nc(NC(=O)NS(=O)(=O)Cc2ccc(Cl)cc2Cl)nc(N2CCCC2)n1	61
O=C(Nc1cccc(C(F)(F)F)c1)C1=Cc2ccccc2OC1	70
COc1ccc(NC(C)=O)cc1NC(=O)Cc1cc(-c2cccs2)on1	63
COc1ccc(OC)c(NC(=O)CCCSc2ccc(NC(=O)c3ccco3)nn2)c1	61
Cn1c(-c2ccncc2)n[nH]c1=S	53
COc1ccccc1OCC(=O)Nc1ccc2c(c1)N(C(C)=O)CC2	70
CC1CN(C(=O)Cn2nc(C3CC3)c3cnn(-c4cccc(Cl)c4)c3c2=O)CC(C)O1 (stereo unspecified)	65
Cc1ccc(-c2csc3nc(SCC(=O)c4ccc5c(c4)OCCO5)n(-c4ccccc4)c(=O)c23)o1	100
COCCn1c(=NC(=O)c2ccccc2NS(=O)(=O)c2ccc(C)cc2)sc2cc(S(N)(=O)=O)ccc21	61
CCOC(=O)c1c(NC(=O)c2nc3ccccc3s2)sc2c1CCN(C(C)=O)C2	64
O=C(CSc1ncnc2nc[nH]c12)c1ccc(F)cc1	58
COc1ccc(CCS(=O)(=O)Nc2ccc3c(c2)C(=O)Nc2ccccc2O3)cc1	67
COc1ccc(-c2noc(Cn3cnc4c(nnn4-c4cccc(Cl)c4)c3=O)n2)c(OC)c1	95
Cc1nnc(C2CCCN(C(=O)Nc3ccc(Cl)cc3)C2)s1 (stereo unspecified)	62

Molecules above containing a CF3 group:
SMILES	RMI-FANCM inh
O=C(CSc1nccn(-c2ccc(F)c(F)c2)c1=O)Nc1ccccc1C(F)(F)F	55
Cc1nc2ccccn2c(=O)c1NC(=O)c1cccc(C(F)(F)F)c1	58
O=C(Nc1cccc(C(F)(F)F)c1)C1=Cc2ccccc2OC1	70

Next part.
SMILES	RMI-FANCM inh
CC1CN(c2nc(N3CCOCC3)nc3c2cnn3-c2ccccc2)CC(C)O1 (stereo unspecified)	56
Cc1nc(C)c(C(=O)O)c(-c2ccsc2)c1C(=O)O	64
CCCC1/C(=N/O)CC(c2ccco2)NC1c1ccco1 (stereo unspecified)	54
CCOc1ccc(-c2nc(CSc3n[nH]c(=O)c4cc(-c5ccco5)nn34)c(C)o2)cc1OC	64
CCc1cccc2sc(NC(=O)c3ccc(S(=O)(=O)N(C)C4CCCCC4)cc3)nc12	57
Clc1ccc(-c2noc(CSC3=NCC4CCCC4N3)n2)cc1 (stereo unspecified)	73
CC(C)(C)c1ccc(NS(=O)(=O)c2ccc(Cl)c(C(F)(F)F)c2)cc1	52
O=C(CSc1nnc(-c2ccco2)n1-c1ccc2c(c1)OCCO2)c1ccccc1	59
O=C(NCCCN1CCN(c2ccccc2)CC1)c1cccc(Cl)c1	65
c1ccc(OCCCn2cnc3ccccc32)cc1	59
COc1cn(-c2ccc(F)cc2)nc1C(=O)NCCCn1ccnc1	62
O=C(Oc1cccc(OC(=O)N2CCOCC2)c1)N1CCOCC1	70
CSc1nn(CC(=O)Nc2ccc(C)cc2Cl)c(N)c1-c1nc(-c2ccc3c(c2)OCO3)no1	73
CCCn1c(=O)cc(N)n(-c2ccc(OC(F)(F)F)cc2)c1=O	54
CSc1ncc(Cl)c(C(=O)N2CCc3ccccc32)n1	69
NNC(=O)c1nc(-c2cccc(-n3cccc3)c2)no1	58
O=C(Nc1nnc(-c2ccno2)o1)c1cc(Cl)sc1Cl	58
CN(C)c1ccc(CCNS(=O)(=O)c2cc(F)ccc2F)cc1	71
Clc1ccc(N2CCN(Cc3c[nH]c4ncccc34)CC2)cc1	53
CCOc1ccc(NC(=O)Cc2cc(=O)[nH]c(SCc3ccccc3)n2)cc1	61
Cc1ccccc1OCC(=O)NCCn1ncc2c(=O)n(Cc3ccccc3F)cnc21	67
CN1C(=O)c2ccccc2C(C(=O)NCc2ccccn2)C1c1cn(C)c2ccccc12 (stereo unspecified)	53
COc1ccc(S(=O)(=O)Cc2nc(-c3ccccc3)no2)cc1	74
O=C(CSc1ncnc2scc(-c3ccc(Cl)cc3)c12)NCC1CCCO1 (stereo unspecified)	74
CCn1ccc(C(=O)Nc2ccc(OC)c3ccccc23)n1	63
Cc1nc(-c2ccccn2)nc(NCCNc2ccc(C(F)(F)F)cn2)c1Cl	53
O=c1n(-c2ccccc2)c(=O)n2n1C1C=CC2C1	56
O=C(Nc1nc(-c2ccc(Cl)s2)cs1)C1CCCCC1	58
CC(C)=CCSc1nnc2c(n1)[nH]c1ccccc12	64
Cc1cn2c3c(=O)n(CC(=O)OCc4ccccc4)c(=O)n(C)c3nc2n1Cc1ccco1	55
Nc1nc(NCCN2CCOCC2)nc(NCc2ccco2)c1[N+](=O)[O-]	54
CC(C)(C)c1cc2n(n1)C1=NCCN1C=N2	54
O=C(c1ccc(CSc2nc(-c3ccc(F)cc3)cs2)o1)N1CCN(Cc2ccccc2)CC1	75
OC1(c2ccc(Br)cc2)NN=C2CCCCCN21 (stereo unspecified)	63
CO[C@H]1/C=C/O[C@@]2(C)Oc3c(C)c(O)c4c(O)c(c(C=NN5CCN(C)CC5)c(O)c4c3C2=O)NC(=O)/C(C)=C\C=C\[C@H](C)[C@H](O)[C@@H](C)[C@@H](O)[C@@H](C)[C@H](OC(C)=O)[C@@H]1C	65&64
COc1ccc(/C=N\OC(=O)c2cccs2)c(Cl)c1OC	51
Cc1ccccc1-c1nc(CSc2nc(C)c(Cc3ccccc3)c(=O)[nH]2)c(C)o1	68
CCOC(=O)C1=C(C)N(C(C)=O)C(SC)=NC1c1ccccc1 (stereo unspecified)	56
Cc1ccc(F)cc1NC(=O)Cn1c(C)cc(C)c(-c2nc(-c3ccc(Cl)cc3)no2)c1=O	93
Cc1ccc(C(=O)COC(=O)c2ccc(Br)cn2)cc1	64
N#Cc1csc(-c2ccc(F)cc2F)n1	55
CCOC(=O)CNC(=O)Nc1ccccc1	57
O=c1c2scc(-c3ccccc3)c2ncn1Cc1ccccc1	64
O=C(c1ccco1)N(CCn1cccn1)c1nc2ccccc2s1	60
COc1cccc(CNC(=O)Cn2cnc3c(sc4ccccc43)c2=O)c1	127
COc1ccc(OC)c2sc(NC(=O)c3ccc([N+](=O)[O-])o3)nc12	71
Cc1cc(=O)n2c(-c3cccc(NC(=O)c4ccccn4)c3)csc2n1	63
Cc1ccc(C#N)c(SCCCn2c(=O)[nH]c3ccccc32)n1	80
O=C(Nc1ccc2ncsc2c1)c1ccccc1	54
Cc1ccc(C)c(NC2(C#N)CCCCC2)c1	63
O=C(CC1CSc2nc3c(c(=O)n21)CCC3)N1CCN(c2cccc(Cl)c2)CC1 (stereo unspecified)	67
CCOc1ccccc1C(=O)NCC(=O)N1CCOC(c2ccccc2)C1 (stereo unspecified)	73
COc1cc(S(=O)(=O)NCc2ccccn2)c(OC)cc1Cl	60
CCN1C(=O)C(C)(C)COc2ccc(NS(=O)(=O)c3ccc(-c4ccccc4)cc3)cc21	65
Cc1cc(NC(=O)c2ccc(Cl)s2)on1	67
O=C(Nc1ccc2[nH]ccc2c1)c1ccc2nonc2c1	60
Cc1cc(NCc2cccnc2)n2nc(C(F)(F)F)nc2n1	60
CNS(=O)(=O)c1cc2c(c([N+](=O)[O-])c1)-c1c(cc(S(=O)(=O)NC)cc1[N+](=O)[O-])C2=O	43
O=C(Cn1nc(-c2cccs2)c2sc(N3CCOCC3)nc2c1=O)c1ccc2c(c1)CCCC2	70
Cc1nn(-c2ccccc2)nc1CNC(=O)C1=Cc2ccccc2OC1	56
